Screens from PubChem BioAssay.
MBD2 DNA inh: MBD2-methylated oligo binding inhibition. Q9UBB5. AID 686964. inhibition, % at 4.4 µM. TR-FRET, MBD2 binding to methylated oligonucleotide. 0.31% of 370,000 active; in the data active = inhibition above about 13%
NR1D1 modulator: Rev-erb alpha (human) modulation; 0.79% of 370,000 active; P20393; activity, % at 10 µM; Rev-erbα–FITC-DNA binding, fluorescence polarization, 90 min; AID 1259318;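 active = activity above about 14%, limit read from the data; passing the limit was not always enough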;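 note: 0% = DMSO wells with 35 nM protein and 100% = DMSO wells with 750 nM protein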
Target sequence (P20393 whole entry, looked up): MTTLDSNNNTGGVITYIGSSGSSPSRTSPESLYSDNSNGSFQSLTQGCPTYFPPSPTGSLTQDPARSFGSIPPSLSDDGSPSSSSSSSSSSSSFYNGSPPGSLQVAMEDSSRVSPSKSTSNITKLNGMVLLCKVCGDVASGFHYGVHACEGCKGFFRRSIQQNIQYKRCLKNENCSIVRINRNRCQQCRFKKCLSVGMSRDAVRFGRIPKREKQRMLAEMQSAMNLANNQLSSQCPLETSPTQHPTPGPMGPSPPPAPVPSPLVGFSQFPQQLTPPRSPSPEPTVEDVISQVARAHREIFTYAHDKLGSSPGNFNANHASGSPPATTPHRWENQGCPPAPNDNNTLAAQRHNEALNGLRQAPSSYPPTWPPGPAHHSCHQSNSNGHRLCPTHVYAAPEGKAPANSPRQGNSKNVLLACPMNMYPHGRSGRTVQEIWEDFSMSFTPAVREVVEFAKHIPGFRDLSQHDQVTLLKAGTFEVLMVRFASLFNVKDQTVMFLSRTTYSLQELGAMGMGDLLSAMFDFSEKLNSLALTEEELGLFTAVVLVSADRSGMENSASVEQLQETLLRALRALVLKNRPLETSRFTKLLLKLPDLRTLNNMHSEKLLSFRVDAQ
DAX1 inh-1: blocks DAX1 repression of SF-1 activated StAR promoter; 1.1% of 370,000 active; inhibition, % at 6.8 µM; HEK293T StAR-luciferase reporter, SF-1/DAX-1 repression relief; AID 652010;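 active = inhibition above the mean over all tested compounds plus 3 SD, cut at about 3.6% in these data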;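 note: 0% = DAX-1 cells with DMSO and 100% = cells lacking DAX-1 with DMSO; higher inhibition means more luminescence from relief of DAX-1 repression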
PLC-beta3 inh: inhibitors of human phospholipase C beta3 | Purified PLC-beta3, fluorogenic substrate, fluorescence | inhibition, % at 12.2 µM | 0.18% of 370,000 active; in the data active = inhibition above about 11%;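 note: 0% = median of compound wells on plate and 100% = full blocker control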
hgDAF12 agonist: activates the H. glycines DAF-12 receptor ligand-binding domain; HEK293 GAL4-hgDAF12 UAS-luciferase reporter, agonist luminescence; normalized to butyrate control; activation, % at 6.8 µM; 1.8% of 370,000 active; AID 687014;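 active = activation above a cutoff set at the mean of all screened compounds plus 3 SD, cut at about 10% in these data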;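 note: 0% = DMSO wells and 100% = sodium butyrate wells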
hcDAF12 agonist: activates DAF-12 receptor from parasite H. contortus; HEK293 hcDAF-12 lit1-tk-luc reporter, luminescence; 0% DMSO, 100% Δ7-dafachronic acid; activation, % at 6.8 µM; 1.4% of 370,000 active;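 active = activation above the mean of all tested compounds plus 3 SD, cut at about 5.5% in these data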;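 note: 100% = response to 3 µM Δ7-dafachronic acid high control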
SMARCA2 act: SMARCA2 function activation, primary screen | MG213 cells, MMTV-luciferase reporter, dexamethasone, overnight | activation, % at 9.1 µM | 1% of 370,000 active; in the data active = activation above about 7.8%;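 note: 0% = vehicle wells and 100% = reference activator wells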
DAX1 inh-2: inhibits human nuclear receptor DAX1 | P51843 | HEK293 Gal4-DAX1 luciferase reporter, luminescence | 0.99% of 340,000 active | inhibition, % at 6.75 µM | AID 504766;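 active = inhibition above the mean over all tested compounds plus 3 SD, cut at about 4.2% in these data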;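 note: 0% = DAX1-transfected cells with DMSO and 100% = empty-vector control cells with DMSO; inhibition shows as a rise in luminescence from relieved DAX1 repression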
Target sequence (P51843 207-470 limits assumed): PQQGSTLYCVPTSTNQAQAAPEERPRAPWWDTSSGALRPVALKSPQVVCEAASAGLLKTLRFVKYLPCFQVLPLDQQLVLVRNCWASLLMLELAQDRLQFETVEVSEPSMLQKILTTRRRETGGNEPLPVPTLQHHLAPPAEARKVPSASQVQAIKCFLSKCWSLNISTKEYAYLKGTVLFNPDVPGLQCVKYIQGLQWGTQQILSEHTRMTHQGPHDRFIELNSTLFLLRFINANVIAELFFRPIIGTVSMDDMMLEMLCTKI
ADAM17 inh: inhibits human ADAM17; AID 720648; P78536; 0.83% of 370,000 active; inhibition, % at 6.95 µM; recombinant ADAM17, EDANS/DABCYL FRET peptide cleavage;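 active = inhibition above the mean of compounds lying between control limits plus 3 SD, set per campaign, cut at about 8.5% in these data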;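 note: 0% = DMSO-only wells as the low control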
ssDAF12 agonist: S. stercoralis DAF-12 activation, primary screen | activation, % at 6.8 µM | 1% of 370,000 active | HEK293 ssDAF-12/GRIP1 lit1-tk-luc reporter, luminescence; % of 3 µM dafachronic acid response;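 active = activation above the mean over all tested compounds plus 3 SD, cut at about 0.9% in these data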;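 note: 0% = DMSO-only wells and 100% = 3 µM delta7-dafachronic acid wells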
PLC-gamma1 inh: blocks human PLC-gamma1 enzyme activity | P19174 | purified PLC-gamma1, fluorogenic substrate, fluorescence | inhibition, % at 12.2 µM | 0.84% of 370,000 active; in the data active = inhibition above about 9.5%
* marks the source's active call; other numbers are inactive results; / = not tested or not shown.

1	Cc1nc2c(=O)n(-c3cccc(C(F)(F)F)c3)nc(C)c2s1
2	CCOc1c(Nc2ccccc2O)c(=O)c1=O
3	CC(=O)Nc1cccc(C(=O)OC(C)C(=O)Nc2ccc(S(=O)(=O)N3CCCC3)cc2)c1 (stereo unspecified)
4	O=C(CSc1nccc(=O)[nH]1)N1c2ccccc2CCc2ccccc21
5	Cc1cc(C)c2cc(C#N)c(NCCNC(=O)c3ccccn3)nc2c1
6	C/C(Cl)=C/Cn1c(N2CCCC2)nc2c1c(=O)[nH]c(=O)n2C
assay / compound,1,2,3,4,5,6
MBD2 DNA inh,-8,0,4,3,-8,-2
NR1D1 modulator,2,0,-1,1,1,-2
DAX1 inh-1,-0.1,0.2,-1.1,-0.6,0.8,0.0
PLC-beta3 inh,-7,-4,3,-2,-7,-1
hgDAF12 agonist,-1.0,1.3,3.6,2.9,0.3,-1.2
hcDAF12 agonist,-2.8,1.2,-1.3,-0.5,-1.3,-1.4
SMARCA2 act,2,-2,-1,1,1,1
DAX1 inh-2,0.6,2.2,0.0,-0.4,/,1.6
ADAM17 inh,0,-3,-3,-7,-20,7
ssDAF12 agonist,-1.4,-0.4,-0.8,-2.0,-0.5,-1.1
PLC-gamma1 inh,2,0,0,-1,-8,3

7	CCOC(=O)CSc1nc(N(C)C)nc(N(C)C#N)n1
8	O=C(COc1ccccc1Cl)Nc1nc(-c2ccncc2)cs1
9	c1coc(CNc2ncnc3nc[nH]c23)c1
10	CC(C)C(NC(=O)c1ccc(F)cc1)C(=O)NCC1CCCO1 (stereo unspecified)
11	CCOc1cnn(-c2cc(Oc3ccc(C)cc3)ncn2)c(=O)c1Cl
12	CCC1(c2ccccc2)C(=O)N=C(N)N(C#N)C1=O (stereo unspecified)
assay / compound,7,8,9,10,11,12
MBD2 DNA inh,-4,1,-1,-3,-3,-3
NR1D1 modulator,-4,-9,-3,3,10,-2
DAX1 inh-1,0.0,-0.6,0.1,0.5,-0.1,-0.8
PLC-beta3 inh,2,-6,-4,-5,2,5
hgDAF12 agonist,0.1,-2.6,2.1,0.0,-1.0,2.7
hcDAF12 agonist,0.2,-1.8,1.1,1.4,-1.2,-1.4
SMARCA2 act,1,-2,-3,3,-2,-1
DAX1 inh-2,0.3,-1.0,-0.4,-0.1,-0.1,-0.7
ADAM17 inh,-1,-3,-2,2,-3,0
ssDAF12 agonist,-0.9,-1.9,-1.2,-1.3,-1.5,-1.2
PLC-gamma1 inh,0,-10,4,2,3,3

13	O=C(O)c1cc(S(=O)(=O)NC2CCCc3ccccc32)ccc1O (stereo unspecified)
14	Cc1nc(CSc2ccc(Br)cc2)cs1
15	CCc1ccccc1NC(=O)CN1CCN(C(=O)c2ccc(OCc3cn4ccccc4n3)cc2)CC1
16	Cc1ccc(O)c(Nc2ncnc3ccccc23)c1
17	Cc1cc(NS(=O)(=O)c2ccc(NC(=O)Cc3ccc([N+](=O)[O-])cc3)cc2)nc(C)n1
18	CC(C)(C)OC(=O)NC1CC2CCCC(C1)N2Cc1ccccc1 (stereo unspecified)
assay / compound,13,14,15,16,17,18
MBD2 DNA inh,-2,-3,7,3,1,4
NR1D1 modulator,2,-2,-2,-1,-1,8
DAX1 inh-1,-0.1,0.4,-3.2,-0.1,-0.5,-0.4
PLC-beta3 inh,-9,6,-8,-8,-4,-6
hgDAF12 agonist,-0.1,4.0,-2.3,-1.6,0.1,0.5
hcDAF12 agonist,0.6,1.5,-2.6,-1.4,-0.5,-1.6
SMARCA2 act,-1,-1,-4,-2,-1,-3
DAX1 inh-2,0.3,2.0,-3.2,-1.7,-1.2,1.2
ADAM17 inh,-6,0,-6,-1,-4,-1
ssDAF12 agonist,-0.1,-0.9,-1.3,-1.1,-0.8,-1.4
PLC-gamma1 inh,2,2,3,-3,5,3

19	O=C(C1CCN(S(=O)(=O)c2cccs2)CC1)N1CCN(Cc2ccccc2)CC1
20	CCOc1ccc(CCNC(=O)c2ccc(CS(=O)Cc3ccc(Cl)cc3)o2)cc1 (stereo unspecified)
21	Cc1nn2c(-c3ccccc3)ccnc2c1Br
22	CCOC(=O)C1CCN(C(=O)COc2cc(C)c(Br)c(C)c2)CC1
23	O=S(=O)(c1ccc(-c2n[nH]c(=S)o2)cc1)N1CCCCC1
24	O=C(Nc1ccncc1)Nc1ccc(Cl)cc1
assay / compound,19,20,21,22,23,24
MBD2 DNA inh,2,2,1,6,1,1
NR1D1 modulator,-1,2,2,-1,3,-5
DAX1 inh-1,1.3,-3.9,0.1,0.3,0.1,-0.8
PLC-beta3 inh,-5,-3,-27,2,-146,-4
hgDAF12 agonist,2.9,-2.2,0.5,-2.9,0.1,3.5
hcDAF12 agonist,0.9,-0.1,-0.1,-2.1,-2.6,-0.4
SMARCA2 act,-2,-1,-2,-2,-5,0
DAX1 inh-2,2.1,-1.0,1.7,0.1,1.9,-0.7
ADAM17 inh,-2,0,-1,-2,-8,3
ssDAF12 agonist,-1.5,-1.3,-1.6,-1.4,-1.0,-0.5
PLC-gamma1 inh,0,4,-18,0,-104,0

25	O=[N+]([O-])c1ccc2c(c1)C=C1CCCCC1(N1CCCCC1)O2 (stereo unspecified)
26	COc1ccc(C(=O)Nc2c(N)nc(SCC(=O)NCC3CCCO3)[nH]c2=O)cc1OC (stereo unspecified)
27	COc1ccc(C(CNC(=O)c2oc3cc(C)c(C)cc3c2C)N2CCCCC2)cc1 (stereo unspecified)
28	Cc1ccc(NC(=O)CCS(=O)(=O)c2ccc3nc(C)sc3c2)c(C)c1
29	Cc1ccc(CCNC(=O)C2CC(=O)N(CCc3ccccc3)C2)cc1 (stereo unspecified)
30	COc1cccc(Nc2nnc(SCc3cc([N+](=O)[O-])cc4c3OCOC4)s2)c1
assay / compound,25,26,27,28,29,30
MBD2 DNA inh,1,4,2,-8,1,-2
NR1D1 modulator,-6,-4,0,4,0,-4
DAX1 inh-1,0.4,0.9,0.5,1.3,0.5,-0.3
PLC-beta3 inh,1,-1,-3,3,-14,1
hgDAF12 agonist,4.4,0.5,1.9,-0.7,-0.8,-1.8
hcDAF12 agonist,2.5,-0.1,0.4,-0.4,-1.8,-1.5
SMARCA2 act,-1,-2,0,0,0,-2
DAX1 inh-2,-0.2,0.8,0.2,/,0.1,-0.2
ADAM17 inh,1,-5,3,-2,4,3
ssDAF12 agonist,-0.8,-0.8,-1.4,-0.5,-1.6,-1.6
PLC-gamma1 inh,1,4,-1,1,0,4

31	CCC1CCCCN1C(=O)COC(=O)c1cncc(Br)c1 (stereo unspecified)
32	Cc1oc(-c2ccccc2Cl)nc1CSCC(=O)NC1CCCC1
33	CN(CC(=O)Nc1c(Cl)cccc1Cl)CC(=O)N1CCc2ccccc21
34	Cc1ccn(CCSCC(=O)O)n1
35	CN1CCN(NC(=O)Nc2ccc(Br)cc2Cl)CC1
36	O=S(=O)(c1c(F)cccc1F)N1CCN(C(=S)NCc2ccc3c(c2)OCO3)CC1
assay / compound,31,32,33,34,35,36
MBD2 DNA inh,4,-5,1,-6,1,-2
NR1D1 modulator,-6,1,-8,2,8,-1
DAX1 inh-1,0.5,-0.9,-1.0,0.0,0.4,-1.0
PLC-beta3 inh,6,0,2,5,-4,-3
hgDAF12 agonist,0.6,-2.7,-0.1,2.7,1.1,0.6
hcDAF12 agonist,1.4,-0.9,0.6,1.0,-0.1,-0.1
SMARCA2 act,2,-8,-3,0,0,3
DAX1 inh-2,1.4,-0.7,-0.3,0.6,0.1,-1.3
ADAM17 inh,2,-8,-2,-2,-2,1
ssDAF12 agonist,-0.9,-1.0,-1.0,0.0,-0.7,-2.4
PLC-gamma1 inh,4,6,-1,0,5,5

37	CCOC(=O)c1ccsc1NC(=O)CCS(=O)(=O)c1ccccc1
38	Cc1cc(N2CCCN(C)CC2)nc2cc(Cl)ccc12
39	C(#CC12CC3CC(CC(C3)C1)C2)CN1CCOCC1
40	O=C(NCCc1c[nH]c2ccccc12)C1CCN(S(=O)(=O)c2ccc(F)cc2)CC1
41	C/C(Cc1ccccc1)=N\NC(=O)CNC(=O)COc1cccc(C)c1
42	CCCNC(=O)C(Sc1ccccc1)c1ccccc1 (stereo unspecified)
assay / compound,37,38,39,40,41,42
MBD2 DNA inh,-3,-5,0,-5,0,4
NR1D1 modulator,9,8,1,-4,-1,0
DAX1 inh-1,0.1,-0.2,-0.3,-0.4,-0.4,-0.1
PLC-beta3 inh,-6,-10,-7,-3,-7,0
hgDAF12 agonist,-1.3,1.0,0.9,1.1,0.7,0.6
hcDAF12 agonist,-0.8,-0.5,-1.7,0.9,-1.7,-1.9
SMARCA2 act,0,3,-2,-2,-4,-4
DAX1 inh-2,0.3,0.8,2.0,0.4,-1.3,-0.3
ADAM17 inh,-2,-20,-7,-3,-1,-1
ssDAF12 agonist,-1.5,1.1*,-2.0,-0.4,-0.9,-1.7
PLC-gamma1 inh,-1,-8,-1,-2,0,0
